Source: PubChem BioAssay
SDO1 yeast rescue: growth rescue of sdo1-depleted yeast, primary screen, S. cerevisiae, bone marrow failure model | S. cerevisiae sdo1-depleted JHY4D growth rescue, OD600 30 h; hits give high values; pdr5 snq2 efflux-pump mutant strain | z-score at 10 µM | 140,000 compounds, 0.21% hits | AID 817, 2007;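 active means z-score above 3 at both the 24 hr and the 30 hr optical density reads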;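 further: z-score against mean and SD of all compound wells on the same plate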
INS promoter inh: inhibitors of insulin promoter-driven GFP, primary screen, imaging, TRM-6 cells (human fetal islet line), eGFP reporter, cell count. inhibition, % at 2 µM. 130,000 compounds, 0.9% hits. reporter expression induced with tamoxifen. AID 1273, 2008;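 active means inhibition above the mean plus 3 SD, with well images judged a real hit on visual review, cut at about 60% in these data, passing the limit was not always enough; inconclusive means inhibition over the cutoff but images rejected on review; inactive means inhibition not above the cutoff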
SDO1 yeast rescue Rescue 24 h: recorded beside SDO1 yeast rescue, whose call it bears; z-score; S. cerevisiae sdo1-depleted JHY4D growth rescue, OD600; measured here: growth rescue at 24 h;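 0 is the plate mean of compound wells and units are plate SD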
Starred values were filed as active, the others as inactive; ? = inconclusive; / = no result given. An excerpt (hit frequency here may not be typical).

SMILES	SDO1 yeast rescue	SDO1 yeast rescue Rescue 24 h	INS promoter inh
CCOC(=O)N1CCC(NC(=O)C2CCCN(S(=O)(=O)c3cccc4nsnc34)C2)CC1 (stereo not given)	0.68	0.26	/
COc1cc(NS(=O)(=O)c2ccc(C)c(C)c2)c(OC)cc1Cl	-1.21	-0.84	-43.5
C/C(CC1(O)C(=O)Nc2ccccc21)=N\O (stereo not given)	0.74	0.45	17.1
COC(=O)Nc1ccc(S(=O)(=O)N2CCCC(C(=O)O)C2)cc1 (stereo not given)	/	/	57.9
CC1(C)Cc2c(C#N)c(N3CCN(C(=O)c4ccccc4)CC3)nc(Cc3ccccc3)c2CO1	-0.52	-0.49	24.1
Cc1ccc(S(=O)(=O)N(C)Cc2nc(-c3ccc(Br)cc3)no2)cc1	-1.43	-1.05	/
CC1(c2ccccc2)CC(C)(C)N2C(=O)C3(C(C#N)=C(N)Oc4cc(O)ccc43)c3cccc1c32 (stereo not given)	0.2	-0.95	30.8
Cc1cccc(C)c1NC(=O)c1ccc(-n2cnnn2)cc1	-0.81	-0.52	/

Looked up by compound from the list above (two):
SMILES	SDO1 yeast rescue	SDO1 yeast rescue Rescue 24 h	INS promoter inh
CCOC(=O)N1CCC(NC(=O)C2CCCN(S(=O)(=O)c3cccc4nsnc34)C2)CC1 (stereo not given)	0.68	0.26	/
C/C(CC1(O)C(=O)Nc2ccccc21)=N\O (stereo not given)	0.74	0.45	17.1

(continued)
SMILES	SDO1 yeast rescue	SDO1 yeast rescue Rescue 24 h	INS promoter inh
CCOC(=O)CNC(=S)n1cnc(N)n1	/	/	-50.0
Cc1ccc2c(c1)nnn2C1CCN(CC(=O)Nc2ccc3c(c2)OCCO3)CC1	0.09	-0.11	25.0
CCN1C(=O)/C(=C2\SC(N3CCCCC3)=NC2=O)c2ccccc21	-1.5	-1.27	/
Cn1nc(-c2ccccc2)c(COC(=O)c2cccc(Cl)c2)c1S(=O)(=O)c1ccccc1	-0.51	-0.31	3.2
O=C(c1c(F)c(F)c(F)c(F)c1F)N1CCc2ccccc21	/	/	-24.1
O=C(N/N=C\c1cc(Br)c(Br)o1)c1cncc(Br)c1	0.49	0.6	38.8
CC1CCCCN1C(=O)C1CC(c2ccc(F)cc2)=NO1 (stereo not given)	-0.46	-0.88	/
CCS(=O)(=O)N1CCC(c2nc(-c3ccc(C(F)(F)F)cc3)no2)CC1	-0.08	0.07	-81.8

(further entries)
SMILES	SDO1 yeast rescue	SDO1 yeast rescue Rescue 24 h	INS promoter inh
CC(C)N(Cc1cn[nH]c1-c1ccc(-c2ccccc2)cc1)Cc1nccn1C	/	/	-100.0
COc1cc(C(=O)N/N=c2/sc3ccccc3n2C)cc(OC)c1OC	0.37	-0.44	2.9
CC1CCCC(N2CCN(C(=O)c3cccc(F)c3)CC2)C1 (stereo not given)	0.19	-0.28	?
O=C(c1ccccc1NS(=O)(=O)c1cccc2cccnc12)N1CCOCC1	/	/	16.7
Cc1cc(NC(=O)CSc2nnc(Nc3ccccc3)s2)no1	-0.19	-0.56	-1.8
O=C(c1ccco1)N1CCN(C(=O)c2ccccc2OC(=O)C23CC4CC(CC(C4)C2)C3)CC1	0.3	0.67	-48.3
CC(CN1CCCCC1)OC(=O)c1ccc(Cl)cc1Cl (stereo not given)	-0.71	-0.63	-122.7
CCOC(=O)N1CCC(N2Cc3cccc(C(=O)NC(C)c4ccc5c(c4)OCCO5)c3C2=O)CC1 (stereo not given)	-0.53	-0.08	/

The results go on.
SMILES	SDO1 yeast rescue	SDO1 yeast rescue Rescue 24 h	INS promoter inh
O=C(CCN1CCCCCC1)Nc1cccc(Cl)c1	0.49	0.25	-24.2
Cc1ccc(Nc2nnc(SCC3CCCCO3)s2)cc1 (stereo not given)	0.03	0.29	/
Clc1ccc(C2=NNC(=NCc3ccc4c(c3)OCO4)SC2)cc1	-0.55	-0.74	/
Cc1ccc(-n2nc(C(=O)O)nc2-c2ccccc2)cc1	0.8	0.94	-13.0
CCOC(=O)CCC(=O)NCc1ccc2c(c1)cc(C)n2C	1.82	2.73	/
C=CCn1c(SCc2nc3cc(C(=O)OC)ccc3c(=O)[nH]2)nc2sc(CC)cc2c1=O	-1.2	-0.43	11.1
CCOc1cccc(C(=O)Nc2nccs2)c1	0.31	0.13	-456.2
O=C(Nc1ccc2c(c1)OCO2)C1CCN(C(=O)c2cccs2)CC1	1.14	1.6	29.6

More results:
SMILES	SDO1 yeast rescue	SDO1 yeast rescue Rescue 24 h	INS promoter inh
O=C(O)CC(C(=O)O)N1C(=O)/C(=C/c2ccc(-c3nc4ccccc4s3)o2)SC1=S (stereo not given)	0.54	0.96	14.3
Cc1ccc(C(C(=O)NCc2ccc(F)cc2)N(CCCO)C(=O)C2COc3ccccc3O2)o1 (stereo not given)	/	/	-20.0
CCC(=Nc1ccc(Cc2ccncc2)cc1)c1c(O)n(C)c(=O)n(C)c1=O	0.97	0.33	/
COc1ccc(C(=O)Nc2ccc3c(c2)nc2n3CCSC2)cc1	-0.54	-0.76	/
O=C(CNCCO)N1N=C(c2cccs2)CC1c1cccs1 (stereo not given)	/	/	-40.0
O=C1Nc2ccccc2N=C(c2ccccc2)C1N1CCOCC1 (stereo not given)	-1.07	-1.34	/
CCc1ccc2[nH]c(=O)c(CN(CCN(CC)CC)C(=O)NC3CCCCC3)cc2c1	0.51	0.37	/
Cc1cccc(C)c1NC(=O)C(c1ccccc1)N1CCOCC1 (stereo not given)	-0.01	0.03	-335.0

Further entries:
SMILES	SDO1 yeast rescue	SDO1 yeast rescue Rescue 24 h	INS promoter inh
Nc1ccc(Sc2cc(Cl)nc(N)n2)cc1	0.29	0.78	6.7
O=C(CSc1nnc2c(n1)[nH]c1ccccc12)Nc1ccc(S(=O)(=O)Nc2ncccn2)cc1	/	/	24.3
O=C(COC(=O)c1cccc([N+](=O)[O-])c1)NCc1ccc2c(c1)OCO2	0.77	0.76	/
O=C(O)c1ccc(-n2cc(-c3cc4ccccc4oc3=O)[nH]c2=S)cc1	/	/	35.7
Cc1oc(C(C)(C)C)cc1C(=O)Nc1cccc(/C=C\C(=O)O)c1	0.94	0.45	-33.3
Cc1nnc2ccc(N3CCCC3)nn12	-0.22	-0.25	27.8
COc1ccccc1CNS(=O)(=O)N(C)C	/	/	-33.3
COc1ccccc1Oc1coc2cc(O)ccc2c1=O	0.06	0.04	-30.0

(further entries)
SMILES	SDO1 yeast rescue	SDO1 yeast rescue Rescue 24 h	INS promoter inh
Cc1cc(NC(=O)c2ccc([N+](=O)[O-])o2)ccc1NC(=O)c1ccco1	/	/	-157.1
CCOC(=O)c1ccc(CN(Cc2ccc(C)cc2)S(=O)(=O)c2cccc([N+](=O)[O-])c2)cc1	0.77	1.97	-14.3
CCOc1cccc2cc(C(=O)N3CCc4ccccc4C3)c(=O)oc12	-0.93	-1.32	-31.2
C=CCN1CCN(C(c2cccc(OC)c2OC)c2nnnn2CCC(C)C)CC1 (stereo not given)	/	/	33.3
CN(CC(=O)Nc1ccncc1)S(=O)(=O)c1ccccc1	0.43	-0.17	-6.7
CCOC(=O)Cc1csc(NC(=O)COc2c(C)cccc2C)n1	/	/	7.7
O=c1c(Cc2c(F)cccc2Cl)c(O)ccn1Cc1ccc2c(c1)OCO2	/	/	35.0
COc1ccc(C2=NN(C(C#N)c3ccc(OC)c(OC)c3)C(c3ccccc3)C2)cc1 (stereo not given)	-0.33	-0.54	30.4

Other records
SMILES	SDO1 yeast rescue	SDO1 yeast rescue Rescue 24 h	INS promoter inh
O=S(=O)(c1cccc2nsnc12)N1CCOCC1	0.04	-0.02	-63.6
Cc1cc2ncn(C(=O)c3cc(-c4ccccc4)nc4ccccc34)c2cc1C	0.02	0.03	20.0
COC(=O)c1ccc(NC(=O)CSc2nnc(COc3ccccc3)n2C)cc1	-0.11	0.59	-33.3
CCN(Cc1ccccc1)Cc1c(F)cccc1F	0.36	0.67	27.3
C=CCN1C(=O)N/C(=C/c2ccccc2OCC(=O)Nc2ccc(F)cc2)C1=O	-0.44	-0.35	-37.9
CCC(=O)Nc1c2c(nn1-c1ccc(C)cc1C)CSC2	0.72	-0.04	/
COc1ccc(OC)c(S(=O)(=O)N2c3ccccc3CC2C)c1 (stereo not given)	-2.11	-1.14	63.0
COc1ccc(C2CC(=O)CC(=O)C2n2cncn2)cc1 (stereo not given)	-0.02	-1.35	/

Carrying on:
Every second line gives: SDO1 yeast rescue, SDO1 yeast rescue Rescue 24 h, INS promoter inh
- CC(C)OC(=O)NS(=O)(=O)c1cccc([N+](=O)[O-])c1
→ /, /, 0.0
- CCn1c(C(=O)N2CCC(C(=O)NCc3cccs3)CC2)cc2sccc21
→ -1.1, -1.41, /
- CCOC(=O)c1ccccc1NC(=S)N1CCC(C)CC1
→ 0.05, 0.02, -38.5
- CCCC1=C([O-])C2N=CC=CC2=[N+](c2ccccn2)C1=O (stereo not given)
→ 1.25, 0.88, 44.1
- Cc1ccsc1C(=O)OCC(=O)Nc1cccc(S(=O)(=O)N2CCOCC2)c1
→ -0.62, -0.76, /
- COC(=O)C1=C(C)N(c2ccccc2)/C(=C/c2cccs2)C1=O
→ -2.02, -1.25, /
- CCOC(=O)C(=O)NNc1ccccc1C
→ 0.28, 0.38, 35.1
- Cc1ccc2cc(/C=N/NC(=O)CN3CCOCC3)c(Cl)nc2c1
→ 0.94, 1.06, -16.7
- O=[N+]([O-])c1cc(Cl)cc(C2=NCCN2)c1
→ 0.07, -0.23, 78.6*
- O=C(N/N=C/C=C\c1ccccc1[N+](=O)[O-])c1cccs1
→ -0.64, -1.05, -23.3
- CCCOC(=O)c1cc(=O)[nH]c2ccccc12
→ 0.27, -0.1, /
- CC(c1ccccc1)N1CC(C(=O)N2CCN(c3ccccc3)CC2)CC1=O (stereo not given)
→ 1.13, 1.05, /
- CC1=CC(C)(C)N(C(=O)CSc2ncn[nH]2)c2ccccc21
→ 0.6, 0.1, -12.9
- CCCCOc1ccc(C(=O)CCNC(C(=O)O)C(C)CC)cc1 (stereo not given)
→ /, /, 2.7
- CC(=O)N(Cc1c(C#N)c2ccccc2n1C)c1ccccc1
→ -0.14, -0.24, 25.0
- Cc1cccc(-c2nnc(SCC(=O)Nc3nc4c(s3)CCCC4)n2C)c1
→ -1.08, -1.05, 53.3
- COc1ccc(CNC(=O)c2cc(C)nc3ccccc23)cc1OC
→ /, /, 40.5
- O=C(COC(=O)C(O)c1ccccc1)c1ccc2c(c1)OCCO2 (stereo not given)
→ 0.69, 0.84, 68.2
- OC(COC(c1ccc(F)cc1)c1ccc(F)cc1)CN1CCc2ccccc2C1 (stereo not given)
→ 0.05, 0.83, /
- COc1cccc(C(=O)N2CCCc3ccccc32)c1
→ 1.18, 1.46, -9.1
- CCOC(=O)C1CCCN(C(=O)N2CCOCC2)C1 (stereo not given)
→ 0.2, -0.03, /
- Cc1ccc(C(=O)NC(=S)NNS(=O)(=O)c2ccccc2)cc1
→ /, /, 58.3
- Cc1cc(-n2nc(C)cc2C)nc(NS(=O)(=O)c2ccccc2Cl)n1
→ 0.85, 0.73, -8.7
- O=C(CN1CCN(c2ncccn2)CC1)N(Cc1ccccc1)c1ccc(F)cc1
→ -1.38, -1.17, 10.3
- N=C1C(c2ccccc2)=C(O)C2CCc3ccccc3N12 (stereo not given)
→ 1.65, 1.43, 19.3
- CCCCc1ccc(NC(=O)CC(C)=O)cc1
→ -0.55, 0.64, 3.1
- O=C1c2ccccc2C(=O)N1c1cccc2cccnc12
→ 1.69, 1.01, 31.6
- Cc1ccc(-c2cn(S(=O)(=O)c3ccc(C)cc3)nc2N)cc1
→ -1.18, -0.47, -186.7
- O=C(Nc1nccs1)c1ccc(S(=O)(=O)NCC2CCCCC2)cc1
→ -1.66, -0.75, -12.1
- O=C(Nc1ccccc1N1CCCC1)c1ccco1
→ 0.36, 0.11, 8.6

(more compounds)
Every second line gives: SDO1 yeast rescue, SDO1 yeast rescue Rescue 24 h, INS promoter inh
- O=C(c1nc2ccc(Cl)cn2c1CNCCn1ccnc1)N1CCCCCCC1
→ /, /, 55.0
- COc1ccccc1-c1c(C)nn2c(C)c(C(C)=O)cnc12
→ 0.16, -0.65, 14.3
- CC(=O)N1C(=O)C2(C(C#N)=C(N)Oc3c2c(C)nn3-c2ccccc2)c2ccccc21 (stereo not given)
→ 0.09, -0.14, 57.1
- COc1ccc(CNc2nc(SC)n[nH]2)cc1OC
→ 0.51, -0.2, 43.8
- COc1ccccc1C1CN(c2ccccc2)N=C1c1cccs1 (stereo not given)
→ 0.15, 0.18, -27.8
- Cc1cccc(-n2c(SCC(N)=O)nnc2-c2ccccn2)c1C
→ 1.5, 1.82, -11.8
- Cc1cc(N2CCN(S(=O)(=O)c3ccc4c(c3)OCCO4)CC2)n2ncnc2n1
→ 0.81, 0.29, 63.6
- COC(=O)c1ccc(S(=O)(=O)c2ccccc2)c(N)c1
→ -0.18, -1.03, -35.7

Some of these compounds in order of formula weight, rising:
Every second line gives: SDO1 yeast rescue, SDO1 yeast rescue Rescue 24 h, INS promoter inh
- COc1ccc(CNC(=O)c2cc(C)nc3ccccc23)cc1OC
→ /, /, 40.5
- CCn1c(C(=O)N2CCC(C(=O)NCc3cccs3)CC2)cc2sccc21
→ -1.1, -1.41, /
- Cc1ccc2c(c1)nnn2C1CCN(CC(=O)Nc2ccc3c(c2)OCCO3)CC1
→ 0.09, -0.11, 25.0
- O=C(N/N=C\c1cc(Br)c(Br)o1)c1cncc(Br)c1
→ 0.49, 0.6, 38.8
- O=C(O)CC(C(=O)O)N1C(=O)/C(=C/c2ccc(-c3nc4ccccc4s3)o2)SC1=S (stereo not given)
→ 0.54, 0.96, 14.3
